Screening data from PubChem.
rCAG RNA binder: molecules binding r(CAG) RNA repeats | r(CAG) RNA repeat, TO-PRO-1 dye displacement fluorescence | inhibition, % at 3 µM | actives 1.3% (n = 370,000) | AID 651821;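 active = inhibition above the plate cutoff, the mean of all test compounds on that plate plus 3 SD, cut at about 35% in these data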;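 note: 0% = DMSO alone and 100% = 100 µM mitoxantrone as full dye displacement; higher means more dye released from RNA so lower well fluorescence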
MBD2 inh: blocks human MBD2 binding to methylated DNA | TR-FRET, MBD2 binding to methylated oligonucleotide | inhibition, % at 4.4 µM | actives 0.31% (n = 370,000) | AID 686964; in the data active = inhibition above about 13%
ABHD4 inh: inhibitors of mouse ABHD4; Q8VD66; purified mABHD4, FP-Rh probe fluorescence polarization; actives 0.54% (n = 370,000); AID 720543; inhibition, % at 8.92 µM;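 active = inhibition exceeding the mean over every tested compound plus 3 SD, cut at about 30% in these data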;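 note: 0% = plate median of compound wells and 100% = S159A mutant with DMSO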
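Test system: mABHD4 protein | Buffer or medium: HEPES pH 7.0 buffer, 150 mM NaCl, 0.01% Pluronic F-127 | Probe or stimulus: FP-Rh fluorescent activity-based probe, added after compound pre-incubation | Timing: Pre-incubation 45 min, probe exposure 60 min, at 25 °C | Technique: Fluorescence polarization, excitation 525 nm, emission 598 nm, BODIPY TMR filters | Repeats: Single well per compound (singlicate)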
TCR CD3 inh: inhibitors of human TCR-CD3 interaction; actives 0.37% (n = 360,000); inhibition, % at 9.4 µM; TAMRA-labeled TCR probe fluorescence, biochemical; in the data active = inhibition above about 19%;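 note: recombinant mutant TCR 2C K166C tagged with TAMRA read by polarization; 0% = receptor in buffer alone and 100% = receptor with positive control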
UHRF1 MBD2 ctr: human UHRF1 methylated DNA binding inhibitors | Q96T88 | UHRF1 binding to methylated oligo, TR-FRET | inhibition, % at 4.4 µM | actives 0.75% (n = 370,000); in the data active = inhibition above about 21%;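 note: UHRF1 SRA domain binding a hemimethylated CpG hairpin DNA probe; 0% = median of test compound wells and 100% = reference inhibitor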
GC-B act: GC-B (human) receptor activation; P20594; HEK293-GC-B cells, CNP EC30, cGMP TR-FRET; 0% at EC30 CNP, 100% saturating CNP; activation, % at 10 µM; actives 0.11% (n = 370,000); AID 1920062;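 active = activation at 10 µM reaching about 35% in either raw or pattern-adjusted values, limit read from the data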
Target sequence (P20594 whole entry, looked up): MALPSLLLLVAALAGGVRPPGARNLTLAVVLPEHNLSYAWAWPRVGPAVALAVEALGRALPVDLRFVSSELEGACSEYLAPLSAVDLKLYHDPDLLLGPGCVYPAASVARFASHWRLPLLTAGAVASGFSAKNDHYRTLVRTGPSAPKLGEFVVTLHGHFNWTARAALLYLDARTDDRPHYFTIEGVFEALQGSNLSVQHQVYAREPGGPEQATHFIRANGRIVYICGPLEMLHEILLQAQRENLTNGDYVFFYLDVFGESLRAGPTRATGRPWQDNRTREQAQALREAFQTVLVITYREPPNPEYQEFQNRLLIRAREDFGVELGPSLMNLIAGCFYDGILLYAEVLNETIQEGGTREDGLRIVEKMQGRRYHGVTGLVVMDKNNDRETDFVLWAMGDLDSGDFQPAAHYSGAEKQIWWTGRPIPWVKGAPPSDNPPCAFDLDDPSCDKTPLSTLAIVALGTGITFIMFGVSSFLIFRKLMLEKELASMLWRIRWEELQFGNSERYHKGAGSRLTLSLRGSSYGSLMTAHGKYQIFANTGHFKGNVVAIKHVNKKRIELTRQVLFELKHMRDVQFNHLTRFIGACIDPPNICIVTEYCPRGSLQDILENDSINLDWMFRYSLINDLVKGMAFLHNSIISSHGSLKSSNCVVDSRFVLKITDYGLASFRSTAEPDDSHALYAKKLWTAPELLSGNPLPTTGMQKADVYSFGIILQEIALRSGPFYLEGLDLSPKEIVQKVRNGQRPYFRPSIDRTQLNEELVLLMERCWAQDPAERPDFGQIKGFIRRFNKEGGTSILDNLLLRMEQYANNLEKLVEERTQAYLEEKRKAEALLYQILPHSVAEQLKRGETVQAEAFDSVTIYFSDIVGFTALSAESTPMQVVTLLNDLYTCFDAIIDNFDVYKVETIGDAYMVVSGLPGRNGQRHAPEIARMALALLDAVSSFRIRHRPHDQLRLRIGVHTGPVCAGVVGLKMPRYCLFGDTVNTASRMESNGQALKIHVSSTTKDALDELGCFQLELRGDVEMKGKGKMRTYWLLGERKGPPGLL
NPR1 activator: GC-A (human) enzyme activation. P16066. HEK293 GC-A cells, cGMP TR-FRET, EC30 ANP; 0% at EC30 ANP, 100% saturating ANP. activation, % at 10 µM. actives 0.14% (n = 370,000); in the data active = activation above about 40%
SIAE primary: blocks human sialic acid acetylesterase; Q9HAT2; inhibition, % at 9.66 µM; SIAE FP-Rh probe binding, fluorescence polarization; actives 0.69% (n = 370,000); AID 1053197;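 active = inhibition above a cutoff: mean of compounds within the control limits plus 3 SD of those, cut at about 17% in these data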;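 note: 0% = plate median of compound wells and 100% = probe without SIAE protein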
PRMT1 FP inh: blocks human protein arginine methyltransferase 1. Q99873. recombinant PRMT1, activity-based probe fluorescence polarization. inhibition, % at 2.79 µM. actives 1.3% (n = 370,000). AID 652257;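 active = inhibition above about 21% made by adding two undisclosed values, limit read from the data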
HTRA1 inhibitor: blocks human HTRA1 serine peptidase. Q92743. recombinant HTRA1, FP-rhodamine activity-based probe, fluorescence polarization. inhibition, % at 5.96 µM. actives 0.5% (n = 340,000). AID 504803; in the data active = inhibition above about 36%;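 note: 0% = enzyme with DMSO and 100% = wells lacking enzyme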
The depositor's hits bear a star; . = no result given.

SMILES	rCAG RNA binder	MBD2 inh	ABHD4 inh	TCR CD3 inh	UHRF1 MBD2 ctr	GC-B act	NPR1 activator	SIAE primary	PRMT1 FP inh	HTRA1 inhibitor
CN(CCc1ccccc1)C(=O)c1ccc(NC(=O)Cc2ccc(NC(=O)C3CCN(C(=O)c4ccccc4)CC3)cc2)cc1	4	1	1	-1	3	0	2	2	-1	-5
Cc1cc(C)c2nc(-c3ccccn3)cc(C(=O)Nn3cnnc3)c2c1	18	0	-3	6	1	3	1	1	2	6
CCN(CC)c1ccc(C(=O)NN)cc1	-5	0	1	-1	1	-3	0	4	-2	-8
COC(=O)c1ccc(OCC(O)CN2C(=O)NC(C)(C)C2=O)cc1 (stereo unspecified)	1	1	-2	-5	1	0	11	-4	-4	3
CC(=O)Nc1cc(-c2ccc(N3CCN(C)CC3)cc2)cn2c(-c3ccc(F)cc3)cnc12	6	-7	11	-6	0	6	5	1	-5	.
O=C(CN1CSCC1=O)N1CCN(S(=O)(=O)c2ccc(Cl)cc2)CC1	1	1	4	3	6	4	-3	-9	2	9
COc1ccc2nc(NC(=O)C3CCCN(S(=O)(=O)c4cccc5nsnc45)C3)sc2c1 (stereo unspecified)	6	3	2	9	-8	-9	4	-11	-1	-28
N#CC1=C(N)Oc2cc(N)ccc2C1c1cccc(F)c1 (stereo unspecified)	8	-3	14	-11	-2	-2	43*	7	12	2
O=S1(=O)CCC(NC(=S)SCc2ccccc2Br)C1 (stereo unspecified)	-1	3	-5	7	1	-2	-3	0	1	0
C[C@H](O)[C@@H]1C(=O)N2CCc3c([nH]c4cccc(-c5ccccc5)c34)[C@@H]2C[C@@H]1N(C)C(=O)NC1CCCCC1	11	3	-2	-8	5	-4	-9	6	2	.
Cc1cccc(C(=O)NNC(=O)c2c(-c3ccccc3Cl)noc2C)c1O	7	6	2	29*	3	3	6	1	4	0
O=C(CSc1nnc(-c2ccco2)n1Cc1ccco1)c1ccc([N+](=O)[O-])cc1	14	0	10	.	3	-6	-3	3	-1	.
Cc1cc(C)nc(NS(=O)(=O)c2ccc(NC(=O)c3cccc(N4C(=O)CCC4=O)c3)cc2)n1	4	3	0	1	2	3	4	-8	0	-2
COc1cccc(/C=N/n2c(C)nc3ccccc3c2=O)c1O	2	-1	5	11	1	0	5	10	2	9
O=C(NCCC1=CCCCC1)NC12CC3CC(CC(C3)C1)C2	-7	3	5	2	-2	2	2	1	-1	-8
CC1CCCCN1CCCNc1ccc(C(CC(N)=O)NC(=O)c2ccccc2)cc1[N+](=O)[O-] (stereo unspecified)	-1	-14	-6	4	-10	4	2	16	0	0
Cc1sc2nc(SCC(=O)N3CCN(CCO)CC3)n(-c3ccccc3)c(=O)c2c1C	-7	-5	5	-1	-2	-2	-8	5	-4	-11
C[C@@H]1CN([C@@H](C)CO)C(=O)c2cc(NC(=O)Nc3ccc4c(c3)OCO4)ccc2O[C@H]1CN(C)S(=O)(=O)c1cn(C)cn1	-2	3	4	-9	4	-5	-3	1	0	4
CC(NC(=O)C(Cc1ccccc1)N1C(=O)C2C3CCC(C3)C2C1=O)c1ccccc1 (stereo unspecified)	-3	-7	-4	-3	-3	3	-1	1	2	-5
CCOC(=O)C1CCCCN1Cc1ccccc1C(F)(F)F (stereo unspecified)	-3	2	8	1	-2	3	-3	1	-1	6
Nc1nc2nn(-c3ccccc3)nc2c(=O)[nH]1	1	-6	-4	1	2	-5	-4	-2	-5	0
CN(C)C=NC(=O)c1cc(C(=O)c2ccccc2Cl)c[nH]1	1	-1	4	-4	-2	-1	-2	2	-2	-2
CCN(C[C@H]1N[C@@](CC)(C(=O)OC)[C@H]2C(=O)N(C)C(=O)[C@@H]12)S(=O)(=O)c1ccc(OC)cc1	-4	-7	6	-5	2	1	-1	-1	4	-6
COCCCN(C(=O)c1cccnc1SC)c1c(N)n(Cc2ccccc2)c(=O)[nH]c1=O	7	-4	-8	-2	8	3	0	-3	-5	-6
COc1ccc(Br)cc1C(=O)Nc1cccc(C)c1C	-1	9	-5	-6	7	-1	-3	-6	2	0

Three compounds already listed, sorted by molar mass, rising:
SMILES	rCAG RNA binder	MBD2 inh	ABHD4 inh	TCR CD3 inh	UHRF1 MBD2 ctr	GC-B act	NPR1 activator	SIAE primary	PRMT1 FP inh	HTRA1 inhibitor
Nc1nc2nn(-c3ccccc3)nc2c(=O)[nH]1	1	-6	-4	1	2	-5	-4	-2	-5	0
Cc1cc(C)nc(NS(=O)(=O)c2ccc(NC(=O)c3cccc(N4C(=O)CCC4=O)c3)cc2)n1	4	3	0	1	2	3	4	-8	0	-2
CN(CCc1ccccc1)C(=O)c1ccc(NC(=O)Cc2ccc(NC(=O)C3CCN(C(=O)c4ccccc4)CC3)cc2)cc1	4	1	1	-1	3	0	2	2	-1	-5

(next part)
SMILES	rCAG RNA binder	MBD2 inh	ABHD4 inh	TCR CD3 inh	UHRF1 MBD2 ctr	GC-B act	NPR1 activator	SIAE primary	PRMT1 FP inh	HTRA1 inhibitor
O=C(CN(c1ccc(F)cc1)S(=O)(=O)c1ccc2c(c1)OCCO2)Nc1cccnc1	3	6	-10	-1	3	7	3	12	4	-4
C=CCn1c(SCC(=O)NCC2CCCO2)nnc1-c1ccncc1 (stereo unspecified)	2	-2	-1	-4	3	7	1	-2	4	11
S=c1[nH]nc(-c2ccncc2)n1/N=C/c1cn(-c2ccccc2)nc1-c1ccc(Cl)cc1	3	-5	6	0	1	3	0	-5	1	.
C=CCOc1cccc(C2/C(=C(/O)c3ccc4c(c3)CC(C)O4)C(=O)C(=O)N2CCN2CCOCC2)c1 (stereo unspecified)	10	-1	6	1	5	-3	3	-3	-1	0
O=C(CC1C(=O)NCCN1Cc1cccc(Oc2ccccc2)c1)NCCc1ccncc1 (stereo unspecified)	-6	4	4	-2	-2	0	1	4	1	-4
C/C(Cl)=C/CSc1nnc2n(N)c(=O)c3ccccc3n12	3	1	1	-2	2	2	9	11	6	7
O=C1[C@H]2[C@@H](C(=O)N1c1cc(Cl)cc(Cl)c1)[C@]1(C(=O)Nc3ccccc31)N1CCC[C@@H]21	12	-2	-11	0	0	-5	-8	-5	0	-31
CCOc1ccccc1N1CCN(C(=O)c2cccs2)CC1	-10	-6	0	-5	2	3	4	3	1	2
CC(C)CNS(=O)(=O)c1ccc(NC(=O)Cn2nc(-c3ccc(F)cc3)ccc2=O)cc1	5	1	-12	5	1	-5	-2	-17	0	-35
C[C@@H]1CN([C@H](C)CO)C(=O)CCCn2nncc2CO[C@H]1CN(C)Cc1ccc2cccnc2c1	0	2	3	1	-1	3	2	-1	-8	4
O=C1CC=Nc2ccc([N+](=O)[O-])cc21	0	3	5	0	-1	4	-2	1	0	3
CCN(CC)C(=O)Cn1cc(S(=O)(=O)CC(=O)NCc2ccc3c(c2)OCO3)c2ccccc21	-5	2	2	-2	23*	2	-1	-6	-1	7
CCCCOc1ccc(CSc2nncn2N)cc1	-4	2	-6	-2	0	4	4	-1	-2	-3
CC1(NC(=O)N2CCOCC2)CCS(=O)(=O)C1 (stereo unspecified)	-1	0	0	3	2	4	2	4	-1	-3
CCNc1c(NC(C)=O)c(=O)oc2ccccc12	4	-3	-10	2	15	-2	0	0	0	-4
Cc1ccc(C(=O)N/N=C/C2=Cc3ccccc3OC2C)cc1 (stereo unspecified)	-1	1	-5	9	-2	0	1	-7	2	-30
CCOC(=O)N1CCC(NC(=O)C(NS(=O)(=O)c2ccc3c(c2)CCN3C(=O)CC)C(C)C)CC1 (stereo unspecified)	-3	5	-4	1	1	4	4	-1	2	1
CCOc1ccc(N(CC(=O)Nc2c(C)n(C)n(-c3ccccc3)c2=O)S(=O)(=O)c2ccc(C(C)(C)C)cc2)cc1	4	-1	-1	.	1	5	-2	-3	1	.
O=c1[nH]c(-c2ccccc2)nc(CN2CCCCC2)c1O	2	-5	8	4	-3	-1	0	7	1	9
CCc1nc2ccccc2c(C(=O)OCc2nnc(-c3ccccc3)o2)c1C	-5	-4	-2	-1	6	4	11	-3	-1	-32
Cc1cc(OCC(=O)Nc2cccnc2)c2c(C)c(C)c(=O)oc2c1	1	-4	7	3	4	-7	1	-1	-5	0
C(=NOCCc1ccccc1)c1cccnc1	-2	2	-7	3	2	-10	0	-4	1	0
O=C(CSc1nnc(CNC(=O)c2ccccc2F)o1)Nc1cccc(C(F)(F)F)c1	4	-5	-4	5	-1	1	0	-6	1	-7
COc1ccc(CNC(=O)C(C)OC(=O)c2cccn2C)cc1 (stereo unspecified)	-2	3	4	-4	3	5	4	-7	2	0
NS(=O)(=O)c1ccc(N2CCN(CCOc3ccc(Cl)cc3)CC2)nc1	17	-6	-12	1	1	-2	-1	9	1	-4
O=C(CSc1ncnc2c1oc1ccccc12)Nc1nccs1	1	5	9	-4	2	0	23	4	3	7
COc1ccc(CNC(=O)COC(=O)c2nc3nc(C)cc(C)n3n2)cc1	4	4	5	-6	0	-2	-1	-1	3	0

Single records, from the list above. Values in the order: rCAG RNA binder, MBD2 inh, ABHD4 inh, TCR CD3 inh, UHRF1 MBD2 ctr, GC-B act, NPR1 activator, SIAE primary, PRMT1 FP inh, HTRA1 inhibitor
Cc1cc(OCC(=O)Nc2cccnc2)c2c(C)c(C)c(=O)oc2c1 is listed with 1, -4, 7, 3, 4, -7, 1, -1, -5, 0
CCOc1ccccc1N1CCN(C(=O)c2cccs2)CC1 is listed with -10, -6, 0, -5, 2, 3, 4, 3, 1, 2
O=C(CN(c1ccc(F)cc1)S(=O)(=O)c1ccc2c(c1)OCCO2)Nc1cccnc1 is listed with 3, 6, -10, -1, 3, 7, 3, 12, 4, -4

Results in UHRF1 MBD2 ctr, for some of the entries so far:
structure | UHRF1 MBD2 ctr
CCOC(=O)N1CCC(NC(=O)C(NS(=O)(=O)c2ccc3c(c2)CCN3C(=O)CC)C(C)C)CC1 (stereo unspecified) | 1
CCOc1ccc(N(CC(=O)Nc2c(C)n(C)n(-c3ccccc3)c2=O)S(=O)(=O)c2ccc(C(C)(C)C)cc2)cc1 | 1
O=c1[nH]c(-c2ccccc2)nc(CN2CCCCC2)c1O | -3
CCc1nc2ccccc2c(C(=O)OCc2nnc(-c3ccccc3)o2)c1C | 6

These rows are one share of the data; rates above refer to the full screens.
